H9c2 TAG inh – triacylglycerol accumulation inhibition; H9c2 cells, Nile Red lipid (TAG) fluorescence; cells loaded with 200 µM oleic acid; inhibition, % at 12.5 µM; 230,000 compounds, 0.66% hits; AID 651582;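 active = pattern-corrected inhibition of lipid staining of at least 50% with the nuclear-stain viability signal not falling by more than 50%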;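 note: 0% = DMSO wells and 100% = triacsin C control wells; some results filed as inactive read as strong as hits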
H9c2 TAG inh DAPI viability – recorded beside H9c2 TAG inh, whose call it bears; DAPI nuclei signal change (viability), lower = more cytotoxic, %;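 whole-well DAPI fluorescence read on a plate reader as a viability signal; minus 50 percent equals half of cells still viable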
* = called active by the depositor.

SMILES	H9c2 TAG inh	H9c2 TAG inh DAPI viability
Nc1c(C(=O)CSc2ncccn2)c(=O)[nH]c(=O)n1C1CC1	0	-3
CCN1C(=O)[C@H]2[C@@H](c3ccc(-c4cccc(Cl)c4)c(OC)c3)N[C@@](CC(C)C)(C(=O)OC)[C@H]2C1=O	70*	110*
COc1ccc(/C=C2/N=C3CCCCCN3C2=O)cc1OC	-3	11
CCc1nc2ccc(C(=O)N3CCCCC3)cn2c1N(C)CCCc1ccccc1	7	-4
O=C(CN1C(=O)c2ccccc2S1(=O)=O)Nc1cccc(S(=O)(=O)N2CCOCC2)c1	3	3
O=C(NCCCc1ccccc1)c1cccc(S(=O)(=O)N2CCOCC2)c1	5	-8
COc1cc(/C=N/N=C2/NC(=O)C(Cc3ccc(F)cc3)S2)ccc1O (configuration not stated)	11	6
O=C(Nc1ccc(C(=O)O)cc1)/C(=C\c1ccc2c(c1)OCO2)NC(=O)c1ccc(Br)cc1	-3	0
Cc1ccnc(NC(=O)CS(=O)(=O)Cc2ccccc2)c1	-6	14
COc1ccc(OC)c(NC(=O)C2(C)CCN2Cc2cccc(OC)c2F)c1 (configuration not stated)	-19	7
COc1cc(OC)cc(C(=O)NCc2ccc3[nH]c(C)cc3c2)c1	13	-3
COC(=O)c1ccccc1NC(=O)CNc1ccc(F)c(S(=O)(=O)N2CCOCC2)c1	15	4
COc1cccc(C(=O)c2c(C)c(CCC#N)n3ccccc23)c1	14	-2
Cc1ccc(SC[C@H](C)CN2CC[C@H](C)CCC2=O)cc1	-30	2
Cc1ccc(NC(=O)C(c2ccc(Cl)cc2)N2CCCCC2)cc1 (configuration not stated)	-94	6
Cc1c(C(=O)OCC(=O)NC(=O)NC2CCCCC2)cccc1[N+](=O)[O-]	-47	1
Cc1cc(NC(=O)CSc2nc3c(c(=O)n2Cc2ccccc2)SC(C)C3)no1 (configuration not stated)	-13	3
CCCC(=O)N1CCCC1(C)C(=O)Nc1ccc2c(c1)CCN2C(C)=O (configuration not stated)	-2	-3
CCOc1cc(/C=N\NC(=O)c2ccc(NC(=O)C(C)(C)C)cc2)ccc1OC(=O)c1ccc(OC)cc1	15	8
COc1cc(OC)cc(-c2cc3ccc(OC)cc3cn2)c1	19	-16
Cc1ccc(SC(C)C(=O)NCc2ccncc2)cc1 (configuration not stated)	-19	16
CC(Oc1ccc(Br)cc1)C(=O)Nc1ccc(S(=O)(=O)N(C)C2CCN(C)CC2)cc1 (configuration not stated)	-9	-9
Cc1ccc(S(=O)(=O)N2CCN(c3ncnc4scc(-c5ccccc5)c34)CC2)cc1	6	5
CCc1nnc(NS(=O)(=O)c2ccc(NC(=O)Nc3ccc(OC)cc3)cc2)s1	1	-5
COc1ccccc1C(=O)NC(=O)COC(=O)CCS(=O)(=O)c1ccc(C)cc1	-15	-1
O=C(CCCCC(=O)Nc1ccc(F)cc1F)Nc1ccc(F)cc1F	2	-6
Cc1ccc(NC(=O)CSc2nnc(C3CC3)n2C)cc1S(=O)(=O)N1CCCCC1	-17	0
O=C(COC(=O)c1cc(=O)[nH]c2ccccc12)NC1CCCCC1	7	-5
Fc1ccc(/C=N/NC(=S)Nc2cccnc2)cc1F	-25	-3
N#CCCn1c(O)c(N=NC(=O)CNC(=O)c2cccs2)c2ccccc21	0	6

Part of the list above in order of number of heavy atoms, falling.
SMILES	H9c2 TAG inh	H9c2 TAG inh DAPI viability
CC(Oc1ccc(Br)cc1)C(=O)Nc1ccc(S(=O)(=O)N(C)C2CCN(C)CC2)cc1 (configuration not stated)	-9	-9
Cc1ccc(NC(=O)CSc2nnc(C3CC3)n2C)cc1S(=O)(=O)N1CCCCC1	-17	0
COc1ccccc1C(=O)NC(=O)COC(=O)CCS(=O)(=O)c1ccc(C)cc1	-15	-1
Fc1ccc(/C=N/NC(=S)Nc2cccnc2)cc1F	-25	-3

(continued)
SMILES	H9c2 TAG inh	H9c2 TAG inh DAPI viability
Cc1ccc(SCc2cc(=O)[nH]c(N3CCN(C)CC3)n2)cc1	-20	1
CCCC(=O)Nc1nc2c(c(=O)[nH]1)CCCC2	-6	-1
CC(=O)c1ccc(O)c(CSc2nncn2C)c1	4	-6
CCc1nc2ccc(C(=O)N3CCN(C(=O)c4ccco4)CC3)cn2c1N(C)C(=O)Nc1ccccc1OC	-14	4
CC1=CC(=C(C#N)C#N)C=C(C)N1CCN1CCNCC1	-1	8
Cc1ccc(C(=O)NCc2ccccc2CN2CCCC2)cc1S(=O)(=O)N1CCOCC1	4	2
CC(O)CNc1ccc([N+](=O)[O-])cc1S(=O)(=O)N1CCOCC1 (configuration not stated)	2	-5
COc1ccc(CCNC(=O)C2CC(=O)N(c3ccc(F)cc3)C2)cc1OC (configuration not stated)	5	-7
Cc1cc(C)cc(C(O)c2ncc(-c3ccc(Cl)cc3)[nH]2)c1 (configuration not stated)	-4	-8
N/C(=N/O)c1nc(N2CCCC2)nc(N(c2ccccc2)c2ccccc2)n1	36	25
CCC(=O)Nc1cc(-c2nn(CC(=O)N3CCCCC3)c(=O)c3ccccc23)ccc1N1CCOCC1	19	-16
COC(=O)c1c(C)[nH]c(C(=O)OCC(=O)c2c(N)n(CC(C)C)c(=O)n(C)c2=O)c1C	13	7
COC(=O)c1sccc1NC(=O)c1ccccc1Br	-2	1
O=C(Nc1nnc(COc2ccc(Cl)cc2)s1)c1ccco1	4	2
CC(C)(C)OC(=O)NCCCCCNC(=O)c1nc[nH]c1C(=O)N1CCN(c2ccccc2)CC1	-4	3

Whole records, quoted from the list.
Listed for `CC1=CC(=C(C#N)C#N)C=C(C)N1CCN1CCNCC1` : H9c2 TAG inh = -1; H9c2 TAG inh DAPI viability = 8
Listed for `COC(=O)c1c(C)[nH]c(C(=O)OCC(=O)c2c(N)n(CC(C)C)c(=O)n(C)c2=O)c1C` : H9c2 TAG inh = 13; H9c2 TAG inh DAPI viability = 7

Additional compounds
SMILES	H9c2 TAG inh	H9c2 TAG inh DAPI viability
COCCn1c(-c2ccccc2)nc(=S)c2c1CC(C)(C)OC2	17	-8
CCOC(=O)c1ccc(NC(=O)Nc2nncs2)cc1	27	-26
O=C(c1ccco1)N1CCN(Cc2nc3cc(Cl)ccc3c(=O)[nH]2)CC1	-5	-4
CN=C(NC#N)NCCSCc1nc[nH]c1C	3	-7
Cc1sc(NC(=O)CN(CCc2ccccc2)C(=O)C2CC2)c(C(N)=O)c1C	-3	-3
O=C(Nc1ccc(F)cc1)C(c1ccccc1)N1CCN(S(=O)(=O)c2ccc3ccccc3c2)CC1 (configuration not stated)	16	-2
CC(=O)Nc1ccc(SC[C@H](Cc2ccccc2)N2CCN(CC(C)C)CCC2=O)cc1	3	-1
CCOC(=O)N1CCC(N2CCN(Cc3ccccc3)C(CCO)C2)CC1 (configuration not stated)	-11	-8
Cc1ccc(NC(=O)C2C3CCCC2C3c2ccccc2)cc1C (configuration not stated)	3	0
O=C(CCN1CCN(c2ccccc2)CC1)Nc1ccccc1F	-65	6
CC(C)(C)c1cn(-c2ccccc2)c(=S)[nH]1	-3	-15
O=C(NCCN1CCN(c2cccc(Cl)c2)CC1)C1CCCN(S(=O)(=O)c2cnc[nH]2)C1 (configuration not stated)	1	6
CCCn1c(SCc2nc3sc(C)c(C)c3c(=O)[nH]2)nc2ccccc2c1=O	16	-17
Brc1ccc(C2=Nn3c(nnc3-c3n[nH]c4c3CCC4)SC2)cc1	81*	-30*
Cc1ccc(Nc2nc(C)cc(C)c2C(N)=O)cc1	-5	5
FC(F)(F)c1ccc(C2[C@H]3CN(CC4CCCCC4)[C@H](c4ccccc4)C34CC2(c2cccnc2)C4)cc1 (some centres not stated)	14	-15
COC(=O)/C(=C/N(C)C)C(=O)N1CCN(c2ccc(Cl)c(Cl)c2)CC1	10	-8
O=C(Oc1ccc(-c2nnco2)cc1)N1CCOCC1	10	-4
CCC(C)c1ccc(S(=O)(=O)N2CCN(CC(O)CN3CCOCC3)CC2)cc1 (configuration not stated)	4	5
COc1ccc(CNC(=O)CCSCc2cccc(Cl)c2)c(OC)c1	-18	13
O=C(/C=C/c1ccc([N+](=O)[O-])cc1)N1CCN(Cc2ccccc2)CC1	-5	-2
Cc1ccc([C@H]2N[C@]3(CCCN(CC4CCCCC4)C3=O)[C@H]3C(=O)N(C)C(=O)[C@@H]23)cc1	-1	17
CC(C)(C)NC(=O)CSc1nnnn1C(C)(C)C	6	-2
COc1cc(/C=N/NC(=O)c2cccc3ccccc23)ccc1OCC(N)=O	12	-9
COc1ccc(Cl)cc1N1CCN(CCNC(=O)Nc2ccccc2C)CC1	22	15
O=C(c1ccccc1)c1ccccc1C(=O)c1ccccc1	-22	2
CCCCN(CCCNC(=O)C1CCCN(S(=O)(=O)CC)C1)Cc1ccccc1 (configuration not stated)	-1	0
Cc1oc2ccc(O)c(CN(C)C)c2c1C(=O)c1ccccc1	8	-2
Cc1oc(-c2cccc(Cl)c2)nc1CN1CCC(C(=O)N2CCN(c3ccccn3)CC2)CC1	-64	16
CCCCCn1c(=O)c(C(=O)OCC)c(O)c2ccccc21	-15	2
CC1(C)CN(c2cccc(Br)c2)C1=O	-9	-4
O=C(Nc1ccc(F)c(Cl)c1)c1cc(C2CCCN(C(=O)CCc3ccccc3)C2)on1 (configuration not stated)	-3	5
Cc1ccc2c(c1)OC(=O)CC2c1ccccc1 (configuration not stated)	2	-8
Cc1noc(NS(=O)(=O)c2ccc(NC(=O)c3cc4ccccc4o3)cc2)c1C	-1	2
Cc1cc(C(=O)NC2CCCc3c2cnn3-c2cccc(C)c2C)no1 (configuration not stated)	-27	-2
O=C(O)C1C2CCCCC2=C2CCCCC2C1C(=O)Nc1nccs1 (configuration not stated)	12	-4
O=C(COC(=O)c1ccccc1O)NCc1ccccc1Cl	-7	2
CC(=O)O/N=C/c1c(C)c(C=O)n2ccccc12	9	5
O=C(CSc1nc2ncccc2[nH]1)NC1CCCC1	-2	2
CCOc1ccc(C(=O)NCc2cccs2)cc1	14	-5
CCCNC(=O)N1CCN(C(c2ccccc2)c2ccccc2)CC1	0	1
S=C(NCc1cccs1)Nc1ccc(Cl)cc1	-4	-2
CCOC(=O)C1(Cc2ccccc2)CCCN(Cc2ccccn2)C1 (configuration not stated)	-27	1
Cc1nc2c(nnn2Cc2ccccc2)c(=O)n1-c1ccccc1	-1	12
CC(=O)c1cccc(NC(=O)C2CC(=O)N(C3CCCC3)C2)c1 (configuration not stated)	2	3
CCOC(=O)C(C)NC(=O)C(NC(=O)C1CCC(CC)CC1)C(C)C (configuration not stated)	-5	4
Cc1[nH][nH]c(=O)c1C	9	-7
CC(=O)c1ccc(NS(=O)(=O)c2ccc(N/C=C/C(=O)c3ccc(F)cc3)cc2)cc1	-4	9
CCOc1ccc(/C=N/NC(=O)c2[nH]ncc2Br)c(O)c1	21	-16
CC1CCc2cc(F)ccc2N1C(=O)CSc1nnc2c(n1)[nH]c1ccccc12 (configuration not stated)	13	1
CCOC(=O)c1cnn(Cc2ccc(C)cc2)c1N	-8	-4
Cn1c(N)c(C(=O)CSc2nnnn2-c2ccccc2)c(=O)n(C)c1=O	4	-10
Cc1cnc(C(=O)OCC(=O)N2CCC(C)CC2)cn1	-16	10
Cc1ccc(S(=O)(=O)N(C)c2ccc(OCC(=O)OCc3cccc(Br)c3)cc2)cc1	7	-9
COc1ccccc1-n1c(SCC(=O)Nc2cc(C)on2)nc2c(c1=O)SCC2	-5	-13
Cc1ccc(C(=O)N/C(=C\c2cccs2)C(=O)NCCc2ccccn2)cc1C	-7	10
COc1cccc(CN2CCN(CCc3ccccc3)C(CCO)C2)c1OC (configuration not stated)	-13	10
O=C(COC(=O)c1ccc(Cl)cc1O)Nc1cccnc1Cl	2	-6
CC12CCCC(CC(=O)O)(C1)NC(=O)C2 (configuration not stated)	22	-27
Clc1ccc(OCCCc2nc(-c3ccncc3)no2)c(Cl)c1	-7	-11

Of the compounds above, three contain a nitro group on carbon.
SMILES	H9c2 TAG inh	H9c2 TAG inh DAPI viability
Cc1c(C(=O)OCC(=O)NC(=O)NC2CCCCC2)cccc1[N+](=O)[O-]	-47	1
CC(O)CNc1ccc([N+](=O)[O-])cc1S(=O)(=O)N1CCOCC1 (configuration not stated)	2	-5
O=C(/C=C/c1ccc([N+](=O)[O-])cc1)N1CCN(Cc2ccccc2)CC1	-5	-2

The list continues:
SMILES	H9c2 TAG inh	H9c2 TAG inh DAPI viability
COc1cccc(-c2cccc3c2NC(=O)C3(C)Cc2cccc(F)c2)c1 (configuration not stated)	-15	0
CN(Cc1ccccc1)c1ccc(C(CC(N)=O)NC(=O)c2ccccc2)cc1[N+](=O)[O-] (configuration not stated)	-24	6
Cc1cc(C)c(S(=O)(=O)Nc2ccc3[nH]c(=O)[nH]c3c2)c(C)c1	-15	0
COc1ccc([C@H]2CC(=O)C=C(c3ccnc4ccc(Cl)cc34)C2)cc1	-23	-5
COc1cc(C(=O)OCC(=O)N2CCCC2)cc2c1OCCO2	6	-4
O=C(CN1C(=O)c2ccccc2C1=O)N1CCN(c2nnc(-c3ccccc3)c3ccccc23)CC1	9	-16
COc1ccccc1C1=CN(Cc2ccccc2)CCC1=O	4	2
O=C(c1ccco1)N1CCN(c2ncnc3c(-c4ccccc4)nsc23)CC1	-2	-2
CNc1ccc(Cl)cc1C(N)=O	10	-6
COc1ccc(-c2csc(NC(=O)CSc3ccc(Br)cc3)n2)c(OC)c1	27	-6
COc1cc(OC)cc(C(=O)Nc2cccc(NC(=O)c3cc(OC)cc(OC)c3)n2)c1	18	-6
COc1ccc(NC(=O)C[C@H]2C(=O)N(c3ccc(OC)cc3)C[C@@H]2c2ccc(Br)cc2)cc1	-5	0
CC(=O)Nc1ccc(S(=O)(=O)N2CCCN(S(=O)(=O)c3ccc(NC(C)=O)cc3)CC2)cc1	-40	1
N/C(=N\OC(=O)CC1CCCCC1)c1ccc(Cl)cc1	-8	2
CS(=O)(=O)N1CCN(c2ccnc3cc(Cl)ccc23)CC1	28	-8
CCn1c(=O)n(-c2ccc(Cl)cc2)c(=O)c2c3c(sc21)COC(C)(C)C3	24	4

Assay outcomes as filed in PubChem BioAssay.

Only part of the results is shown, so the mix of outcomes need not match the whole.
